# Yeast growth tox: Compounds toxic to wild-type S. cerevisiae growth | A595 turbidity, 16 h | growth inhibition, % at 25 µM (by protocol) | hit rate 0.3% among 30,000;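 active means mutant and wild-type yeast strains alike exhibit over 30% growth inhibition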;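 further: 0% = untreated cell controls and 100% = YPD media blanks without cells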
#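 System – wild-type and eIF2Bepsilon-R284H mutant S. cerevisiae, screened separately · Measured by – absorbance at 595 nm (turbidity) · Timing – 16 h compound exposure during growth at 30 °C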
# eIF2B yeast act: modulators of yeast eIF2B activity; inhibition, % at 25 µM (by protocol); hit rate 0.91% among 27,000; S. cerevisiae eIF2B-epsilon R284H, GCN4-lacZ luminescence;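 active means mutant luminescence inhibited past about 50% while wild type luminescence and mutant growth stay under set limits, limit read from the data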; further: some compounds called inactive have numbers as strong as hits
#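 Material: yeast eIF2B-epsilon R284H mutant carrying GCN4–beta-galactosidase fusion. Medium: YPD yeast growth medium. Incubation: 16 h growth with compound at 30 °C, 90 min Beta-Glo step. Signal: Beta-Glo luminescence plus absorbance at 595 nm. Evaluation: % inhibition of reporter signal and growth versus controls. Doses: 25 µM single dose.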
# Yeast growth tox inhibition %: further read-out of Yeast growth tox, marked with its call; growth inhibition, %; S. cerevisiae eIF2Bepsilon-R284H mutant growth, A595 turbidity, 16 h;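 each compound tested once at 25 µM; 0% equals untreated cells and 100% equals cell-free medium blanks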
# eIF2B yeast act mutant toxicity: recorded beside eIF2B yeast act, whose call it bears; growth inhibition, %; measured here: mutant yeast growth, toxicity;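 each compound tested once at 25 µM; zero equals untreated control growth and 100 equals blank medium absorbance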
# * hit, by the source's call; . = no result given. This is a subset, so the mix of outcomes need not match the whole.
# Results follow in this order: Yeast growth tox, Yeast growth tox inhibition %, eIF2B yeast act, eIF2B yeast act mutant toxicity
> COc1ccc(C(c2nnnn2C2CCCC2)N2CCN(c3ccccc3)CC2)cc1 (stereo not drawn)
 : 5, -15, 4, -15
> CCOC(=O)/C(C#N)=C/c1cc(C)n(-c2ccc(C)cc2)c1C
 : 30, 11, 16, 11
> COc1ccc2c(c1)CCc1c(C(=O)N3CC4(C)CC3CC(C)(C)C4)noc1-2 (stereo not drawn)
 : -3, 10, 71*, .
> CCOc1ccc2[nH]c(C)c(CN3CCCCC3)c(=O)c2c1
 : -3, -9, 22, -9
> O=C(C1=C(O)C(=O)N(Cc2ccccc2)C1c1ccco1)c1ccco1 (stereo not drawn)
 : 14, 0, ., .
> COc1ccccc1/C=C/CN1CCN(c2ccccc2)CC1
 : 7, 12, ., .
> CC(C)N=c1scc(-c2ccco2)n1/N=C/c1ccc(O)c(O)c1
 : 14, 17, ., .
> CCc1ccc(C(=O)/C=C/c2cnn(C)c2C)s1
 : 3, -12, 41, -12
> Cc1cc(NC(=O)CCOc2ccccc2)no1
 : 2, -8, 33, -8
> O=C(CN1C(=O)c2ccccc2C1=O)c1ccccc1
 : -9, 25, 5, 25
> COc1ccc(-c2cc(C(F)F)n3ncc(C(=O)N4CCSCC4)c3n2)cc1
 : 8, -29, ., .
> COc1ccc2[nH]c(=O)c(CN(Cc3nnnn3Cc3ccco3)C3CCCCC3)cc2c1
 : -11, -19, 21, -19
> COc1ccc(OC)c(NC(=O)C(CC(C)C)NC(=O)C2CCCCC2)c1 (stereo not drawn)
 : -18, -14, 30, -14
> Cc1scc(C(=O)Nc2ccon2)c1-c1ccccc1
 : -11, -13, 15, -13
> COC(=O)[C@H](C)NC(=O)Nc1cc(Cl)ccc1C
 : 0, 5, 17, 5
> Cc1ccc(C(=O)Nc2ccc(O)cc2C(=O)O)cc1C
 : 21, 21, 13, 21
> Cc1cc(-c2ccco2)n(CC(=O)O)n1
 : 15, 7, 15, 7
> CC(C)C(=O)N1CCC(CN=CC2=C(O)CC(C)(C)CC2=O)CC1
 : ., ., -29, .
> CCOC(=O)Cc1cc(=O)n2[nH]c(C)cc2n1
 : -5, -12, 14, -12
> O=c1c2ccccc2c2ccccc2c(=O)n1Cc1cccnc1
 : 20, 14, 20, 14
> Cc1ccc(C)c(C(=O)CN2C(=O)c3ccccc3S2(=O)=O)c1
 : 9, -20, 0, -20
> Cc1ccc(Nc2nc3c(c(=O)[nH]2)CCCC3)cc1
 : 13, 13, 29, 13
> CCCn1c(SCC(=O)Nc2nc3c(s2)CCCC3)nc2c1c(=O)n(C)c(=O)n2C
 : -35, -11, 55*, .
> COc1ccc(CNC(=O)c2ccc(=O)oc2)cc1OC
 : 9, 19, 13, 19
> Cc1ccc(S(=O)(=O)NCCCCCC(=O)NC(C)(C)CO)cc1
 : -15, -7, 19, -7
> C=CCn1c(N)cc(=O)nc1SCC(=O)Nc1ccccc1
 : -11, 8, 58*, .
> O=C(NCc1cccnc1)c1noc2c1CCCCC2
 : 3, 17, -3, 17
> CCn1cc(C(=O)Nc2ccc(-n3cnnn3)c(OC)c2)c(=O)c2ccc(C)nc21
 : -10, -16, 3, -16
> O=C(CNC(=O)c1cc2ccccc2o1)NCc1cccs1
 : 1, 28, 23, 28
> c1cnc2c(OCc3cn4cccnc4n3)cccc2c1
 : 18, 17, ., .
> CCOC(=O)c1cc(C#N)c(NCc2ccccc2)nc1C
 : 6, -60, 29, -60
> CCCN(CCC)Cc1c(C(=O)OCC)nnn1-c1nonc1N
 : -9, 10, -1, 10
> COc1ccccc1NC(=O)c1ccc(NS(C)(=O)=O)cc1
 : 24, -5, -8, -5
> O=C(CSc1nc(-c2ccco2)cc(C(F)(F)F)n1)Nc1ccc(C(=O)N2CCOCC2)cc1
 : -4, 15, 26, 15
> Cn1cc(Br)c(C(=O)N2CCN(c3cccc(Cl)c3)CC2)n1
 : 3, 0, 22, .
> CC(C(=O)NC(=O)NCc1ccccc1)N1C(=O)c2ccccc2C1=O (stereo not drawn)
 : 13, 0, 5, .
> O=Cc1cn(-c2ccccc2)nc1-c1cc2c(ccc3ccccc32)oc1=O
 : -1, -8, ., .
> O=C(Cc1ccc(F)cc1)N(c1ccccc1)C1C=CS(=O)(=O)C1 (stereo not drawn)
 : 7, 0, 17, .
> O=C(COc1ccc2c(c1)C(=O)CC1(CCCCC1)O2)NCc1ccccn1
 : -3, -20, 12, -20
> Cc1cccc(C)c1NC(=O)N1CC=C(n2c(=O)[nH]c3ccccc32)CC1
 : 11, 18, -15, 18
> O=C1CC(CCC(=O)NC2CC2)c2ccccc2N1 (stereo not drawn)
 : 3, -29, 7, -29
> CCOC(=O)c1oc2ccccc2c1NC(=O)CN1CCN(C)CC1
 : 7, 21, 18, 21
> O=C(O)c1ccccc1C(=O)NCc1cccnc1
 : 2, 4, -1, 4
> c1ccc(CN2CCN(c3nc(-c4ccccc4)nc(-n4ccnc4)n3)CC2)cc1
 : -17, 0, 45, .
> O=C(CCc1ccccc1)NCCCN1CCOCC1
 : -18, -4, ., .
> COc1c(F)c(F)c(C(=O)O)c(Nc2ccccc2)c1F
 : 19, 14, ., .
> Cc1csc(NC(=O)c2cccn2C)n1
 : -4, 0, 51*, .
> CCCCNC(=O)CCCn1c(=O)[nH]c2ccc(Br)cc2c1=O
 : 21, -7, ., .
> Cc1ccc2c(NC(=O)C3CC3)c(C)ccc2n1
 : 18, -10, ., .
> COc1ccc(C2c3c4c(n(C)c3CCN2C)CCN(C)C4c2ccc(OC)cc2)cc1 (stereo not drawn)
 : 2, 2, -39, 2
> CCCC(=O)NCCc1ccc(S(N)(=O)=O)cc1
 : 3, 11, 11, 11
> O=C(NC1CCCCCC1)c1cc(S(=O)(=O)N2CCOCC2)ccc1N1CCCCC1
 : -13, -21, 22, -21
> CC(C)(C)c1cc(NC(=O)COC(=O)c2ccc3c(=O)n4c(nc3c2)CCC4)n(-c2ccccc2)n1
 : 11, 14, 19, 14
> Fc1ccc(Cn2nnnc2CN2CCN(C3CCCC3)CC2)cc1
 : 14, 4, 26, 4
> COc1ccc(N2CCN(S(=O)(=O)c3cccs3)CC2)cc1
 : -11, -24, 4, -24
> COc1ccc(N(C(=O)Nc2ccc(Cl)cc2)C2=NCCC2)cc1
 : 22, 14, 20, 14
> CCCn1nc(C(=O)Nc2cc(C(=O)OC)ccc2C)c2ccccc2c1=O
 : -26, -14, 23, -14
> Cc1noc(N)c1C(=O)Nc1ccc(F)cc1
 : -12, 5, 22, 5
> CC(C)(C)c1cc(C(=O)O)n[nH]1
 : 6, 6, -10, 6
> C=CCn1c(SCC(=O)Nc2ccccc2CC)nnc1-c1ccncc1
 : -10, -32, 13, -32

# Overlap with the part before: 2 entries; new compounds follow.
# Results follow in this order: Yeast growth tox, Yeast growth tox inhibition %, eIF2B yeast act, eIF2B yeast act mutant toxicity
> CC(C)(C)c1cc(C(=O)O)n[nH]1
 : 6, 6, -10, 6
> C=CCn1c(SCC(=O)Nc2ccccc2CC)nnc1-c1ccncc1
 : -10, -32, 13, -32
> O=C(CN1C(=O)c2ccccc2C1=O)N1CCN(c2ccccn2)CC1
 : -24, 0, 14, .
> CN1c2ccsc2C(O)=C(C(=S)Nc2ccc(F)c(Cl)c2)S1(=O)=O
 : 15, 22, 4, 22
> COc1cc2c(cc1OC)C1(Nc3c-2c(Cc2ccccc2)nn3-c2ccccc2)C(=O)Nc2ccccc21 (stereo not drawn)
 : 15, 11, 11, 11
> O=C(c1cc2c(ccc3ccccc32)oc1=O)N1CCCC1
 : -8, -14, -47, -14
> CS(=O)(=O)Nc1ccc(C(=O)Nc2ccc3c(c2)OCCO3)cc1
 : 12, 3, ., .
> Cn1cnc([N+](=O)[O-])c1Nc1ccc(O)cc1
 : 3, 0, 7, .
> Cc1ccccc1N=C(NOCc1ccc(Cl)cc1Cl)c1nonc1N
 : 5, 12, 16, 12
> Cc1cc(NC(=O)CCC(=O)N(CC(=O)NCC2CCCO2)c2ccccc2C)no1 (stereo not drawn)
 : -4, -5, 14, -5
> CC(=O)NC1=NC(=O)C(C)S1 (stereo not drawn)
 : 11, 18, ., .
> O=C(Nc1nccs1)C1CCN(S(=O)(=O)c2cnc[nH]2)CC1
 : 12, 19, 18, 19
> CC(=NCc1ccco1)c1c(C(F)(F)F)[nH]n(-c2nc3ccccc3s2)c1=O
 : 34, 8, ., .
> COC(=O)c1cc(OC)c(OC)cc1NC(=O)c1ccc(C)o1
 : 10, 18, 10, 18
> COc1cccc(CN(CC(=O)NC2CCCC2)C(=O)Cn2nnc(-c3cccs3)n2)c1
 : -1, -18, 21, -18
> CC1CCC(C(C)C)C(OC(=O)CSc2n[nH]c(=O)[nH]c2=O)C1 (stereo not drawn)
 : -8, -10, -64, -10
> CCOc1ccc(-c2nnn(CC(=O)Nc3cc(OC)cc(OC)c3)n2)cc1OCC
 : -15, -4, 7, -4
> CCn1c(SCC(=O)Nc2ccc(C(=O)OC)cc2)nc2cccnc21
 : -41, -40, ., .
> Cc1nc2ccccc2c(=O)n1NC(=O)Cc1ccc(Br)cc1
 : 5, 11, ., .
> C=CCn1c(SCC(=O)Nc2ccc(N(C)C)cc2)nnc1-c1cccc(C)c1
 : 21, -10, 11, -10
> CCCc1nc2sc3c(c2c(=O)n1NC(=O)CCCl)CCCC3
 : -8, 9, ., .
> CCOc1ccc2c(c1)-c1c(ssc1=S)C(C)(C)N2C
 : 18, 13, ., .
> CCN(CC)S(=O)(=O)c1ccc(F)c(C(=O)NCCC(C)C)c1
 : 0, -12, 19, -12
> CCNc1c2c3c(cccc3n(C)c1=O)C(=O)c1ccccc1-2
 : 1, 27, 3, 27
> COc1ccc(F)cc1S(=O)(=O)N1CCC(C(N)=O)CC1
 : 7, 19, 18, 19
> Clc1ncnc2scc(C3COc4ccccc4O3)c12 (stereo not drawn)
 : -22, -17, 33, -17
> CCCc1cc(C(=O)N2CCN(c3ccccc3C)CC2)cs1
 : -10, 3, 40, 3
> Cc1cc(C)nc(-n2nc(C)c3c(=O)[nH]c(C(F)(F)F)nc32)n1
 : -4, -3, 10, -3
> Clc1ccc(C(c2nnnn2C2CCCC2)N2CCSCC2)cc1 (stereo not drawn)
 : 7, -4, 15, -4
> CCSc1nc2nn(-c3ccccc3)c(=O)c-2c2n1CCCCC2
 : -14, 10, 14, 10
> O=C(NCCCN1CCN(c2ccccc2F)CC1)Nc1ccc(F)cc1
 : -14, -28, 17, -28
> O=C(NC1CCCCC1)n1c(=O)oc2ccccc21
 : 13, 5, -17, 5

# A different layout for some results above.
SMILES	Yeast growth tox	Yeast growth tox inhibition %	eIF2B yeast act	eIF2B yeast act mutant toxicity
CCCc1nc2sc3c(c2c(=O)n1NC(=O)CCCl)CCCC3	-8	9	.	.
CCOc1ccc2c(c1)-c1c(ssc1=S)C(C)(C)N2C	18	13	.	.

# Additional structures follow:
# Results follow in this order: Yeast growth tox, Yeast growth tox inhibition %, eIF2B yeast act, eIF2B yeast act mutant toxicity
> CCOC(=O)c1cnc2c(Cl)cc(Cl)cc2c1NCCOCCO
 : -2, 2, 21, 2
> O=C(CN1C(=O)c2cccc3cccc1c23)NCc1ccccn1
 : 5, -10, 9, -10
> Cc1cc2cc(CN3C(=O)c4ccccc4C3=O)ccc2n1C
 : -36, -10, -24, -10
> C=CCc1cc(OC)ccc1OCCON1C(=O)CCC1=O
 : -3, 4, -8, 4
> CCN(CCCNC(=O)C1CCN(S(=O)(=O)c2cnc[nH]2)CC1)c1cccc(C)c1
 : -8, -18, 27, -18
> Cc1ccc(OCC(=O)N2CCN(C3=NS(=O)(=O)c4ccccc43)CC2)cc1
 : -9, -10, 0, -10
> O=c1oc(-c2cccnc2)nc2ccccc12
 : 14, -3, 14, -3
> O=C(NCc1ccc(N2CCCC2=O)cc1)Nc1ccccc1
 : 2, -17, 19, -17
> CCCCCC(=O)Nc1ccc(N2CCN(C(=O)CCC)CC2)cc1
 : -4, 8, 5, 8
> CCOC(=O)Cn1nnnc1CN(Cc1ccccc1)Cc1cc2cc(CC)ccc2[nH]c1=O
 : -14, 13, -2, 13
> CC(C)OCCCNC(=O)CNC(=O)c1cccs1
 : -4, -14, 29, -14
> CC(=O)SCCC(=O)Nc1ccccc1
 : -8, 5, 5, 5
> O=S(=O)(Nc1nc2ccc(S(=O)(=O)N3CCCC3)cc2s1)c1ccc(F)cc1
 : 4, 8, 13, 8
> COC(=O)CNC(=O)CSc1nnc(-c2ccc(OC)cc2)n1CC(C)C
 : 15, 11, ., .
> CC(=O)N1CCN2C(=O)C1CCCC(=O)c1cc(C(C)C)ccc12 (stereo not drawn)
 : ., ., -13, .
> CCOC(=O)c1cnc(SCc2nc(N)nc(Nc3ccccc3OC)n2)nc1N
 : 0, -2, 16, -2
> Cc1ccc(-n2c(C)cc(C3N=C(N)Nc4nc5ccccc5n43)c2C)c(C)c1 (stereo not drawn)
 : 92*, 95*, 63, 95
> CCC(=O)N1CCc2cc(Br)cc(S(=O)(=O)NCCN3CCOCC3)c21
 : 10, 12, -32, 12
> COc1ccccc1-c1nnc(SC2CCc3ccccc3NC2=O)s1 (stereo not drawn)
 : -4, -17, ., .
> Cc1ccc2c(=O)c(C(=O)NCc3cccs3)c[nH]c2c1
 : -18, -5, 6, -5
> c1ccc(-n2ncc3c2ncn2nc(CSc4nc5ccccc5s4)nc32)cc1
 : -36, -34, 15, -34
